Compound activity deposited in PubChem by several laboratories.
TcdB inh = blocks C. difficile toxin B glycohydrolase activity. P18177. TcdB glycohydrolase enzymatic assay, plate reader. inhibition, % at 9.99 µM. 350,000 compounds, 0.24% hits. AID 652162; in the data active = inhibition above about 10%
SARS 3CLpro inh = SARS-CoV 3CLpro protease inhibition; recombinant SARS-CoV 3CLpro, quenched FRET peptide cleavage; AID 1706; inhibition, % at 6 µM; 290,000 compounds, 0.14% hits; in the data active = inhibition above about 12%
BH1578 lux ind = induces V. cholerae light production without autoinducers; 350,000 compounds, 0.16% hits; V. cholerae BH1578 lux reporter, luminescence, 6 h; AID 588436; activation, % at 18.7 µM; in the data active = activation mostly above about 9.7%, no sharp cut-off; note: not every result past the cut was called active; inactives centre near 0; reference of the scale not given here
PrPC surface inh = reduces human prion protein on the cell surface; P04156; 370,000 compounds, 0.43% hits; cell surface PrPC, TR-FRET read-out; AID 720596; inhibition, % at 13.8 µM; in the data active = inhibition above about 24%; note: 0% = median of the test wells and 100% = reference compound wells
BoNT-A LC inh2 = BoNT A light chain protease inhibition; multiplex microsphere protease substrate cleavage, flow cytometry; inhibition, % at 10 µM; 360,000 compounds, 0.17% hits; AID 588499; note: plate controls were buffer without enzyme for full effect and enzyme alone for no effect
SSB-PriA inh = inhibitors of Klebsiella pneumoniae PriA binding to SSB C-terminal tail; inhibition, % at 33 µM; AID 1272365; AlphaScreen SSBct-PriA binding, biotinylated peptide; 430,000 compounds, 0.6% hits; in the data active = inhibition mostly above about 37%, no sharp cut-off; inactive = mostly below about 20%;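 note: plate controls were negative control peptide for no effect and reference peptide for full effect; strong numbers were not always called active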
Y pestis TopoI = inhibitors of Yersinia pestis topoisomerase I; Y. pestis Topo-I cleavage product accumulation, plate reader; activity, % at 10 µM; 360,000 compounds, 0.064% hits; in the data active = activity above about 50%, passing the limit was not always enough; note: inactives centre near 2
Anthrax LF inh2 = blocks Bacillus anthracis lethal factor protease; P15917; multiplex microsphere protease cleavage assay, LF; inhibition, % at 10 µM; 360,000 compounds, 0.12% hits; AID 588501; note: plate controls were buffer without enzyme for full effect and enzyme alone for no effect
Target sequence (P15917 whole entry, looked up): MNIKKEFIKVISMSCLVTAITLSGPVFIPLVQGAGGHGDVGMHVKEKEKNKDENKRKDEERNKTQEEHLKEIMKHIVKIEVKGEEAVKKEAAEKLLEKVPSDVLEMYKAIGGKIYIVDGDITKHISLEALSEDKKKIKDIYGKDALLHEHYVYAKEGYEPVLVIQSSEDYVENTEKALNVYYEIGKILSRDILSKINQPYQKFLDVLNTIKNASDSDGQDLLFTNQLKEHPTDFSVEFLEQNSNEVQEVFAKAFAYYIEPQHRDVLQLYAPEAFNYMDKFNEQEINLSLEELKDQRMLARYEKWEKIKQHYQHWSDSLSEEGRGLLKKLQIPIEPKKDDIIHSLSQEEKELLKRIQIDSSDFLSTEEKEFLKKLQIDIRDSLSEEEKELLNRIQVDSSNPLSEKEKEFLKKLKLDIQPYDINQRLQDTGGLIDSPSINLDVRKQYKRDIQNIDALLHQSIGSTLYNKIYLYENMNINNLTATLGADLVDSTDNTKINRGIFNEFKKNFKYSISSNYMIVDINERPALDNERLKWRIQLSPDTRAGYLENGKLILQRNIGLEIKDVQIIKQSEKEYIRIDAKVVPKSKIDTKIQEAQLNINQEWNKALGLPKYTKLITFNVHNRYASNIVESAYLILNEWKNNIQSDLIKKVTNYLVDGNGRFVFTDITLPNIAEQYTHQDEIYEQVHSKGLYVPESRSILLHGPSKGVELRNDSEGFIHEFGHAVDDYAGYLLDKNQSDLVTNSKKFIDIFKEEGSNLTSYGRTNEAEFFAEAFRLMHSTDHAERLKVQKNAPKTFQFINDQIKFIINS
PfHsp40 yeast = restores yeast growth despite PfHsp40 toxicity. growth rescue, % at 12.5 µM. S. cerevisiae expressing PfHsp40, growth rescue, ATP luminescence. AID 504582. 340,000 compounds, 0.68% hits; in the data active = growth rescue above about 28%, passing the limit was not always enough;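 note: yeast W303a lacking pdr1 and pdr3 grown in galactose medium; growth measured after three days at 30 °C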
An asterisk follows results filed as active; i = inactive; . = no result given; & = joins results of further samples. Cut-off read from the data, not from the text of the source, unless noted: active = inhibition above about 30%; inconclusive = no clear call, values can overlap the other calls; inactive = below that. These rows are one share of the data (hit frequency here may not be typical).

SMILES	TcdB inh	SARS 3CLpro inh	BH1578 lux ind	PrPC surface inh	BoNT-A LC inh2	SSB-PriA inh	Y pestis TopoI	Anthrax LF inh2	PfHsp40 yeast
O=C(CNC(=O)c1ccccc1F)N/N=C/c1cc(Br)ccc1OCc1ccccc1	1.1	6	i	8	0.2	.	2	-1	-0.5
CN(Cc1nc2ccccc2c(=O)[nH]1)C(=O)C1CC(=O)N(c2cccc3ccccc23)C1 (stereo not drawn)	-3.0	.	-0.4	2	0.9	-5	19	-2	0.0
Cc1onc(-c2ccccc2)c1C(=O)Nc1sc2c(c1C#N)CCC(C)C2 (stereo not drawn)	0.2	-2	-0.4	10	0.4	-16	25	-1	2.1
Cc1ccc2c(COC(=O)c3ccccc3OC(F)F)cc(=O)oc2c1	0.3	0	-7.3	2	1.4	-5	-2	1	0.7
CC(C)(C)NC(=O)C(OC(=O)c1cccs1)c1ccccc1 (stereo not drawn)	0.4	0	i	7	0.8	-8	2	-1	0.0
COCCN(C(=O)CNC(=O)c1ccco1)C(C(=O)NC1CCCC1)c1ccc(F)cc1 (stereo not drawn)	-2.3	4	-0.3	-7	-3.3	2	6	-15	-1.7
OC(COCc1ccccc1)CN1CCCC1 (stereo not drawn)	.	2	-1.3	-6	1.1	-9	4	2	-0.4
CCC(CC)C(=O)Nc1ccccc1-n1cccc1	.	2	i	-2	0.0	-23	-3	-7	-1.5
N#Cc1cn(-c2ccccc2)nc1-c1ccc2c(c1)OCCO2	.	1	i	-3	0.5	7	-7	2	1.4
Cc1cc(C)c(C(N)=O)c(Cl)n1	0.6	1	-0.4	0	0.5	6&-17	0	-1	-0.9
COc1cc(C)ccc1OCCCCN1CC(C)OC(C)C1 (stereo not drawn)	.	2	-1.3	3	0.9	-10	-4	3	0.3
CCN(CC)S(=O)(=O)c1ccc2c(c1)c(=O)c(C(=O)N1CCOCC1)cn2C	.	-2	-0.4	3	-0.6	8	-3	3	-0.9

Reprinted from the part before: 5 compounds; new compounds follow.
SMILES	TcdB inh	SARS 3CLpro inh	BH1578 lux ind	PrPC surface inh	BoNT-A LC inh2	SSB-PriA inh	Y pestis TopoI	Anthrax LF inh2	PfHsp40 yeast
CCC(CC)C(=O)Nc1ccccc1-n1cccc1	.	2	i	-2	0.0	-23	-3	-7	-1.5
N#Cc1cn(-c2ccccc2)nc1-c1ccc2c(c1)OCCO2	.	1	i	-3	0.5	7	-7	2	1.4
Cc1cc(C)c(C(N)=O)c(Cl)n1	0.6	1	-0.4	0	0.5	6&-17	0	-1	-0.9
COc1cc(C)ccc1OCCCCN1CC(C)OC(C)C1 (stereo not drawn)	.	2	-1.3	3	0.9	-10	-4	3	0.3
CCN(CC)S(=O)(=O)c1ccc2c(c1)c(=O)c(C(=O)N1CCOCC1)cn2C	.	-2	-0.4	3	-0.6	8	-3	3	-0.9
O=C(Nc1cccc2c1[nH]c(=O)c1ccccc12)C(F)(F)F	0.9	.	-3.7	-5	-0.9	.	6	-9	.
COc1ccc(S(=O)(=O)N2CCOC2CNC(=O)C(=O)NCCCN2CCCC2=O)cc1OC (stereo not drawn)	0.6	.	i	-3	0.1	.	-3	-9	.
COc1ccccc1CNCCS(=O)(=O)NCc1ccccc1	1.8	.	1.1	-2	-0.2	7	2	-2	-0.3
CS(=O)(=O)N1CCN(CC(=O)NC2CCCCC2)CC1	0.9	4	-0.4	-5	-1.3	-16	12	-9	-1.9
O=C(CN1C(=O)NC(Cc2ccccc2)C1=O)Nc1ccccc1 (stereo not drawn)	.	-2	i	-5	0.0	-27	-4	-2	-0.7
COCCN(C(=O)c1ccccc1Oc1ccccc1)c1c(N)n(CC(C)C)c(=O)[nH]c1=O	0.2	.	-2.0	-2	-7.3	0	-2	-2	-0.6
Cc1nn(-c2ccccc2)c(N)c1Sc1ccc([N+](=O)[O-])cc1	.	3	i	-20	-3.8	24	1	-2	-0.6
Cc1ccccc1/C=N/NC(=O)Cn1nnc(N)n1	-0.3	4	-0.4	-5	-3.4	.	-1	-6	-1.3
Cc1ccc(C(=O)c2ccc([N+](=O)[O-])cc2)cc1	.	7	i	-13	-0.1	16	-4	-5	0.7
CN1C(=O)N(C)c2ccc(C=O)c3cccc1c23	-2.2	3	-0.2	2	1.0	-7	-12	-2	0.5
CC1CN(C(=O)CSc2nnc(CNC(=O)c3ccc(S(=O)(=O)N(C)C)cc3)o2)CC(C)O1 (stereo not drawn)	0.6	5	-0.7	5	-4.4	-8&-14	4	-2	-0.5
Cc1ccc(NC(=O)C(C)Oc2ccccc2)cc1S(=O)(=O)N1CCCCCC1 (stereo not drawn)	2.2	.	0.1	-1	-0.9	-2	42	-8	1.5
COCCNC(=O)CN(C(=O)CCC(=O)Nc1ccccn1)c1ccc(C)cc1	0.1	-8	-0.4	-10	.	-12	-1	.	1.2
CC(=O)Nc1ccc(S(=O)(=O)N2CCSC2c2ccccc2Cl)cc1 (stereo not drawn)	.	6	3.9	-3	-0.8	2	3	4	0.3
Cc1c(Cl)cnc(NC(=O)COC(=O)c2ccncc2)c1Cl	0.1	.	-1.6	-2	-2.2	-11	3	-9	0.0
O=C(COc1ccc(F)cc1F)N1CCCCCCC1	0.3	-2	0.3	-2	0.5	-1	9	10	2.2
CCCCN(Cc1cccs1)S(=O)(=O)c1csc(C(N)=O)c1	-0.7	2	-0.4	12	-0.1	6	13	0	-0.2
CNc1cc(-c2c(OC)cccc2OC)ncn1	0.3	.	i	6	0.0	.	10	-4	.
CSc1ccc(CN2CCC(n3nccc3NC(=O)c3ccccc3C)CC2)cc1	0.5	-4	0.0	-6	-3.2	19	19	-1	0.8
O=S1(=O)N=C(N2CCN(c3ccc(F)cc3)CC2)c2ccccc21	.	1	i	0	-0.6	-7	9	-4	3.0
O=C(NCc1cccnc1)c1cccc(Cl)c1	.	-2	-0.4	0	-0.1	-4	4	-3	1.9
CC(C(=O)NCC1CCCCC1)N(C)Cc1ccc(Cl)cc1 (stereo not drawn)	1.9	-1	-0.2	11	0.6	-11	28	-4	1.2
O=[N+]([O-])c1cc(Br)c(OCc2nnc(-c3ccccc3)o2)c(Br)c1	0.5	0	i	1	-0.2	-12	-5	-1	-0.4
Cc1ccc(C)c(SCc2nc3sc(C(=O)O)c(C)c3c(=O)[nH]2)c1	1.1	2	-0.6	-15	-0.2	-3	-12	0	-0.7
COC(=O)CNC(=O)CSc1nnc(-c2ccc(OC)cc2)n1CC(C)C	.	2	-0.1	-7	-1.4	-15	-5	-2	-0.4
O=C(N=C1c2ccccc2CN1c1cccc(Cl)c1)c1cccnc1	0.4	0	2.3	12	-0.4	-21	-6	1	-0.6
O=C(OCc1cnc(Cl)s1)c1cccc(Cl)c1Cl	.	-2	i	6	-0.3	-33	12	-6	1.4
Cc1cc(NC(=O)CSCC(=O)NC(C)c2ccccc2)no1 (stereo not drawn)	1.6	.	i	-10	1.2	-1	1	-4	-0.3
CC1CCC(Nc2nnnn2-c2ccccc2)CC1 (stereo not drawn)	.	-1	1.7	4	0.9	0	-8	5	0.7
COc1cccc(C(=O)O/N=C(\N)c2ccc([N+](=O)[O-])cc2)c1OC	.	0	-0.3	-13	0.2	i	-7	-9	-2.6
CCN=c1sc(C(=O)NCCc2ccccc2)cc(=O)n1CC	.	-1	3.8	9	0.5	-3	1	4	-1.1
Cc1ccc(-n2nnnc2SCC(=O)c2ccc3c(c2)NC(=O)CO3)c(C)c1	.	-1	-0.4	-3	-0.9	-5	35	-2	1.6
Cn1c(/C=C/c2ccccc2)nc2ccccc2c1=O	2.6	6	i	1	-3.9	-6	17	-10	0.0
COC(=O)c1ccc(NC(=O)c2cc[n+]([O-])cc2)cc1	1.0	-1	i	-5	-1.4	-12	-8	-10	-0.1
CCN(CC)CCCCN1c2ccccc2Sc2ccccc21	0.0	2	0.8	-15	-3.4	17	-4	10	0.4
Cc1ccc(C2NC(=O)CCC2[N+](=O)[O-])cc1 (stereo not drawn)	0.7	-2	-0.5	5	-0.5	-21	3	-8	-1.2
O=C(OCc1ccccc1)N1CCC2CC1c1cc(-c3cc4ccccc4o3)ccc12 (stereo not drawn)	0.7	.	i	-9	0.2	.	14	4	.
CCc1ccc(NC(=O)C(CC)Sc2nc3ccsc3c(=O)n2CCC(=O)O)cc1 (stereo not drawn)	0.0	3	i	-2	-0.7	-5	7	2	0.2
COCCNC(=O)c1cc2c(Br)ccc(Br)c2nc1N	-0.2	.	.	-16	1.0	.	.	0	.
CN(C)N1C(N)=C(C#N)C(c2ccccc2F)C2=C1CC(C)(C)CC2=O (stereo not drawn)	-12	3	-0.1	4	1.9	-7	-7	-5	-1.4
C#CCOCCOCCOCCNc1nc(N2CCN(C(=O)[C@H](CCC(=O)O)n3cc(C(N)[C@H](C)CC)nn3)CC2)nc(N2CCN(C(=O)[C@H](Cc3ccc(O)cc3)n3cc(C(N)[C@H](C)CC)nn3)CC2)n1 (stereo partly drawn)	.	1	-0.2	.	-0.1	12	17	-6	0.8
C=CCn1c(SCC(=O)NC2CC2)nnc1C1CC1	-0.1	-3	2.2	1	1.9	0	-4	0	1.3
CCc1ccc(CNC(=O)CCCn2nc(C)n3ccnc3c2=O)cc1	1.9	-1	1.2	2	-1.7	-7	1	-5	-0.7
CC(C)c1ccc(CCNC(=O)CSC(=S)N2CCCC2)cc1	1.4	.	-1.2	8	-65	-8	4	-12	-2.0
COc1cccc(NC(=O)CN(C)C(=O)c2ccc(S(=O)(=O)Nc3ccccc3F)cc2)c1	-0.3	.	i	4	2.2	-3	1	2	0.5
CCS(=O)(=O)c1nn2c(N)c(/C=C3/C=CC(=O)C(OC)=C3)c(=O)nc2s1	.	3	-0.3	-8	-0.2	.	4	0	-1.1
Cc1oc(C(C)(C)C)cc1-c1cc(NC(=O)c2ccc([N+](=O)[O-])cc2)n[nH]1	2.3	0	-0.4	10	-1.3	-4	-8	-1	0.4
COC(=O)c1sccc1NC(=O)Nc1ccc(F)cc1F	0.5	4	-0.6	-4	1.2	-1	4	-5	-1.5
CC(C(c1cccs1)c1c(N)n(C)c(=O)n(C)c1=O)[N+](=O)[O-] (stereo not drawn)	-0.5	-3	-0.4	-4	.	3	3	.	-0.6
COc1ccc(CC(=O)N(C)C2CCCN(Cc3ccccc3F)C2)cc1OC (stereo not drawn)	0.7	0	-1.5	6	-6.1	-10	2	1	-1.1
Cc1ccc(NCCCn2cnc3c(OCc4ccccc4)ncnc32)cc1C	-0.3	.	-0.2	5	-0.4	12	12	-6	3.6
CCOC(=O)c1cnn(-c2ncnc3sc4c(c23)CCC4)c1N	1.0	-1	i	2	0.3	-13	4	1	-0.9
CC(O)C(NS(=O)(=O)c1ccc(Cl)cc1)C(=O)OCC(=O)Nc1cccnc1Cl (stereo not drawn)	.	2	-0.6	4	1.8	-3	-4	5	-0.4
Cc1oc2c(c1C(=O)Nc1cccc(C(=O)O)c1)CCCC2	.	-2	i	1	0.3	-1	5	-3	-0.7
O=C(Cc1cccc(NC(=O)C2CCN(C(=O)C3CCCCC3)CC2)c1)Nc1cccc(C(=O)N2CCCCC2)c1	1.8	.	-0.8	-1	-0.3	-5	28	-2	0.8
COc1ccc2[nH]c3c(c2c1)CCN1C(=O)C(CC(=O)NCc2ccc(OC)c(OC)c2)C[C@H](C(=O)N2CCOCC2)[C@@]31C (stereo partly drawn)	-4.8	.	-0.2	-2	-0.3	12	13	-2	-0.9
COc1cccc(-c2cc(C(=O)Nc3cccnc3Cl)no2)c1	0.4	3	i	-6	-0.3	-12	1	0	-0.4
O=C(Nc1nc2ccccc2n1Cc1ccccc1)c1ccc(COc2ccccc2[N+](=O)[O-])o1	6.1	-13	-0.4	-1	-0.5	-1	8	-3	1.9
